# Compound activity (PubChem)
# TR SRC2 fluor cs – Total Fluorescence Counterscreen for Inhibitors of the Interaction of Thyroid Hormone Receptor and Steroid Receptor Coregulator 2. actives 0.29% (n = 280,000). TRb/SRC2 Texas Red total fluorescence interference. Potency, µM (titrated, usually from 106 µM), without a hit: at the highest dose fluorescence change, negative = quenching. AID 1479, 2009; active means well fitted curve in either direction with a large enough effect; inconclusive means small, poorly fitted or top-dose-only effect
#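 Human TRβ ligand-binding domain (0.6 uM) and Texas Red SRC2 peptide (20 nM) in Tris buffer with 1 uM T3 and 5% DMSO were incubated with pinned compound for 5 hr at ambient temperature. Total fluorescence was computed as S + 2P (555/632 nm).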
# GAA inhib – qHTS Assay for Inhibitors of Human alpha-Glucosidase as a Potential Chaperone Treatment of Pompe Disease | Lysosomal alpha-glucosidase (Homo sapiens), P10253 | actives 0.005% (n = 200,000) | purified human GAA, 4-MU-alpha-glucoside fluorescence | Potency, µM (highest dose often 76.9 µM), for inactives: at the top dose activity change, negative = inhibition, most hits filed as inhibitors | AID 1466, 2008;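 further: plate controls were uninhibited enzyme wells for no effect and no-enzyme background for full effect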
#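 Fluorogenic assay: 4 nM human alpha-glucosidase with 400 uM 4-methylumbelliferyl-alpha-D-pyranoside in 50 mM citrate/phosphate, 0.005% Tween-20, pH 5.0, 20 min at room temperature. Compounds tested up to 77 uM; AC50 from Hill fits.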
# aGlu spleen mod – qHTS Assay for Inhibitors and Activators of Human alpha-Glucosidase From Spleen Homogenate | human spleen homogenate, 4-MU-alpha-glucoside fluorescence | Potency, µM (highest dose often 79.9 µM), for inactives: top-dose activity change, negative = inhibition, actives largely listed as inhibitors | actives 0.006% (n = 240,000);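 further: 0% = enzyme with vehicle and -100% = no enzyme basal signal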
#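 AC50 values come from Hill-equation fits of concentration-response data, normalized to no-enzyme and full-activity controls. Enzyme source: 1 ug human spleen homogenate; 1 mM fluorogenic 4-MU glucoside, pH 5.0 citrate buffer, 37 C, 40 min.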
# RECQ1 inh – qHTS Assay for Inhibitors of RecQ-Like Dna Helicase 1 (RECQ1). RECQ1 DNA unwinding, red fluorescence kinetic read. Potency, µM (top dose mostly 57.3 µM), inactives show at the top dose activity, negative = inhibition, most hits filed as inhibitors. ATP-dependent DNA helicase Q1 (Homo sapiens), P46063. actives 0.54% (n = 240,000);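 further: plate controls were vehicle for no effect and no enzyme for full effect; nearly all actives have a fitted effect of over 30% in size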
#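 RECQ1T1 50 nM; forked duplex (20 bp + 30-nt ss tails) 200 nM, ATP 2 mM final; pH 8.0, 2 mM MgCl2, 2.5 ug/ml poly(dI-dC); 15 min compound preincubation; discontinuous kinetic read over 2 h at RT.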
# RGS12 GoLoco inh – qHTS Assay for Inhibitors of RGS12 GoLoco Motif Activity (Red Fluorophore) | Gai1:RGS12 GoLoco peptide FP, rhodamine, 10 min | Potency, µM (highest dose often 61.6 µM), for the others: at the top dose activity, negative = inhibition, usual class: inhibitors | actives 0.44% (n = 230,000) | AID 880, 2007; active means well fitted inhibition curve with a large enough effect, not every such curve was filed as active; inactive means no such curve, though single readings can be large or run the other way; further: nearly all actives have a fitted effect of over 30% in size; many of its hits are not listed in these tables
# GAA glycogen – qHTS Assay for Inhibitors and Activators of Human alpha-Glucosidase Cleavage of Glycogen; recombinant GAA, glycogen substrate, Amplex Red glucose oxidase fluorescence; Potency, µM (doses to about 76.4 µM), inactives show at the highest dose activity change, negative = inhibition, usual class: inhibitors; actives 0.38% (n = 300,000); AID 2100, 2009;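 further: 0% = full enzyme reaction and -100% = no-enzyme basal signal; the screen sought inhibitors and activators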
#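 Recombinant human alpha-glucosidase (4 nM final) hydrolysed bovine liver glycogen (30 ug) for 40 min at 37 C in pH 5.0 citrate/phosphate with 0.01% Tween-20. Released glucose detected by glucose oxidase/Amplex Red, Ex 573/Em 610 nm. Compounds up to 77 uM; AC50 from Hill fits.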
# L3MBTL1 inh – qHTS Assay for the Inhibitors of L3MBTL1. AlphaScreen L3MBTL1–H3K9me1 peptide binding. Potency, µM (doses to about 57.1 µM), for inactives: at the top dose activity, negative = inhibition, usual class: inhibitors. actives 0.66% (n = 230,000); further: nearly all actives have a fitted effect of over 60% in size
# Target sequence (Q9Y468 whole entry, looked up): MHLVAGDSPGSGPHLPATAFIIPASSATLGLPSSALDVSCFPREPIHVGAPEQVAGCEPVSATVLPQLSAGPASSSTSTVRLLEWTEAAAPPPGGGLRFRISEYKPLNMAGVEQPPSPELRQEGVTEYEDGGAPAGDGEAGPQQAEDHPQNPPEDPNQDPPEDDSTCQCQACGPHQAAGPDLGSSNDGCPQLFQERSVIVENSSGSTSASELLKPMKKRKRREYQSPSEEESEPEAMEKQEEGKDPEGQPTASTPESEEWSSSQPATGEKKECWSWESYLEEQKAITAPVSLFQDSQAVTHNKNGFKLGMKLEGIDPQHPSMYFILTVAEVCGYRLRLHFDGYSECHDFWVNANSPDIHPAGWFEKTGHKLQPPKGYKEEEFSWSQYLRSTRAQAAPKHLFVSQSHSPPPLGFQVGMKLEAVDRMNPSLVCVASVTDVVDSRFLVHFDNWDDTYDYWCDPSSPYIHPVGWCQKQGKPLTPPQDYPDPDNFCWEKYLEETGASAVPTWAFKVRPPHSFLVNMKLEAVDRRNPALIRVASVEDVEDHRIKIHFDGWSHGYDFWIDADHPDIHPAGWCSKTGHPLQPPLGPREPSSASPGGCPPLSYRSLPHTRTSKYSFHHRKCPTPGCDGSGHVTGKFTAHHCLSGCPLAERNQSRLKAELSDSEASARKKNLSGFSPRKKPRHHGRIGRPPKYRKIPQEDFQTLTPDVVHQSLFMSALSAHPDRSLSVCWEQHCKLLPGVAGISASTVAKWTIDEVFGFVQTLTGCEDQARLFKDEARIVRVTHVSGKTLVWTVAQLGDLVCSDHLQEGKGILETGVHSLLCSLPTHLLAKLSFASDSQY
#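 Displacement of a biotinylated histone H3(1-15) peptide monomethylated at Lys9 (75 nM) from L3MBTL1 (50 nM) was measured by AlphaScreen after a 30 min room-temperature compound incubation; cefsulodin titration served as intraplate control.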
# TRb SRC2 PPI – qHTS for Inhibitors of the Interaction of Thyroid Hormone Receptor and Steroid Receptor Coregulator 2; TRbeta-SRC2 peptide binding, fluorescence polarization; receptor liganded with 1 µM T3; Potency, µM (titrated, usually from 106 µM), without a hit: top-dose activity change, negative = inhibition, most hits filed as inhibitors; AID 1469, 2008; actives 0.065% (n = 280,000); Thyroid hormone receptor beta (Homo sapiens), P10828;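 further: plate controls were bound peptide for no effect and peptide without receptor for full effect; nearly all actives have a fitted effect of over 50% in size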
#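 Read-out is fluorescence polarization (555 nm excitation, 632 nm emission) of a Texas Red SRC2 coactivator peptide; loss of signal reflects blocked binding to human TRb ligand-binding domain in the presence of 1 uM T3.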
# * marks the source's active call; other numbers are inactive results; i = inactive; u = inconclusive; x = no result given; & = joins results of further samples; [ ] = remark or other dose. Unless noted, the call rests on the fitted dose curve; in most records, active means well fitted curve in the direction sought with a large enough effect; inconclusive means small, poorly fitted or top-dose-only effect, or another doubt; inactive means no such curve, though single readings can be large; an effect the other way counts as inactive or inconclusive. Unless noted, on the % scale 0 is the no-effect control and ±100 the full control effect; potency means the concentration at half of the fitted maximal effect.
SMILES,TR SRC2 fluor cs,GAA inhib,aGlu spleen mod,RECQ1 inh,RGS12 GoLoco inh,GAA glycogen,L3MBTL1 inh,TRb SRC2 PPI
O=C(Cc1ccc(Cl)cc1)N/N=C/c1ccccc1,2%,u,3%,12%,8%,18%,6%,3%
O=C1/C(=C\c2ccco2)CCC/C1=C\c1ccco1,0%,-1%,-4%,-6%,33%[activator],-14%,3.5µM*,9%
FC(F)(F)c1cccc(Cc2noc(CN3CCCC3)n2)c1,-2%,2%,-7%,i,-25%,-5%,8%,1%
Cc1nn(CC(=O)NCc2ccccc2)c(C)c1[N+](=O)[O-],-1%,-12%,1%,-8%,4%,6%,2%,-17%
CCOc1cccc(SCc2noc(C(=O)NC(C)C)c2C(=O)O)c1,1%,9%,-9%,i,1%,6%,4%,1%
O=C(NCCCNCc1ccccc1)c1ccc(/C=N/O)nc1,0%,0%,-1%,-29%,0%,-6%,-13%,-10%
Cc1ccc(C(C)C)c(OCC(=O)Nc2ccccc2N2CCN(C)CC2)c1,0%,u,13%,2%,-1%,-5%,-25%,7%
Cc1occc1C(=O)Nc1ccc2c(c1)OCCO2,1%,3%,2%,0%,-13%,-11%,-12%,-1%
O=C(CN(Cc1ccco1)C(=O)c1nsc(Cl)c1Cl)NC1CCCCC1,-8%,9%,0%,i,5%,-9%,-1%,-8%
CCN(CC)C(=O)c1sc(NC(=O)Cc2ccccc2)c(C#N)c1C,1%,-1%,-2%,3%,71%[activator],-3%,-4%,7%
COc1ccc(NC(=O)CCCn2c(=O)c3sccc3n(Cc3cccc(C)c3)c2=O)cc1,11%,-9%,-1%,-1%,5%,-6%,-23%,9%
CC(C)COC(=O)C1C(=O)CC(C)(O)C(C(=O)OCC(C)C)C1c1cccnc1 (centres undefined),-1%,-9%[15.4 µM],4%,-2%,14%,2%,1%,5%
O=C(C(=O)N1CCc2ccccc2C1)c1cn(CC(=O)N2CCOCC2)c2ccccc12,-1%,0%,-1%,-10%,-2%,4%,5%,1%
CCc1nc(N)c(C#N)c(-c2cccc3ccccc23)c1C,-1%,0%,7%,i,-10%,-2%,-7%,-9%
COC(=O)CC1Oc2cc3oc4c5ccccc5oc(=O)c4c3cc2O1 (centres undefined),-1%,x,-3%,-1%,5%,x,x,10%
CNC(=O)C12CC3CC(CC(Cl)(C3)C1)C2,u,-2%,2%,-8%,7%,-4%,1%,2%
COc1cccc(/C=N/NC(=O)C(=O)NCc2ccco2)c1O,1%,-2%,-2%,-15%,1%,-2%,u,-1%
COc1cc(OC)c(NC(=O)CCNS(=O)(=O)c2cc(Br)cnc2N)cc1Cl,-2%,1%,-1%,-7%,-2%,-11%,1%,-4%
CC(Sc1cccc[n+]1[O-])C(=O)Nc1ccc([N+](=O)[O-])cc1Cl (centres undefined),-10%,-7%,2%,-11%,-5%,-6%,57%,-10%
O=C(NCCOc1ccccc1)C(c1ccccc1)c1ccccc1,-2%,3%,-5%,i,-5%,-8%,13%,-3%
O=C1N=C(N2CCN(c3ccccc3)CC2)S/C1=C/c1cccs1,-1%,-6%,-5%,-16%,2%,-5%,u,2%
CCOc1ccc(CN=C(N)N=C(N)N)cc1Cl,1%,4%,2%,-2%,6%,-6%,2%,0%
OCCOCCOc1cccc2[nH]ccc12,1%,6%,-10%,18%,-12%,7%,-2%,-4%
Cn1c(=S)[nH]c(=O)c2ncc(=O)[nH]c21,-2%,0%,-1%,0%,-6%,12%,-12%,9%
O=C(CSc1ncccn1)NN=C1CCCCCC1,-2%,-2%,-2%,-1%,-13%,11%,-14%,0%
CC(Oc1cc(Cl)ccc1Cl)C(=O)N/N=C\c1ccnn1C (centres undefined),-2%,-4%,-12%,-6%,-7%,8%,2%,0%
CCOC(=O)C1=C(c2ccccc2)NC(SC)=C(C#N)C1c1ccco1 (centres undefined),-4%,-3%,0%,i,7%,-5%,5%,-7%
CC(C)N1CC(O)=C(c2ccccc2)C1=N,-2%,-2%,5%,5%,0%,-5%,3%,-18%
O=C(Cn1nc(-c2ccc(Cl)cc2)ccc1=O)NCCCN1CCN(Cc2ccccc2)CC1,-2%,-6%,-2%,-11%,5%,1%,0%,-12%
O=C(Nc1ccc2c(c1)OCO2)c1ccc(=O)[nH]n1,2%,x,0%,-1%,-3%,3%,x,-2%
CC1(C(=O)O)NCCc2cc(O)c(O)cc21 (centres undefined),-4%,x,10%,6.3µM*,-8%,x,x,4%
NCCc1nnc(SCc2c(Cl)cccc2Cl)o1,0%,x,9%,-5%,5%,3%,5%,-1%
Cc1ccccc1-c1c(C)oc2cc(O)ccc2c1=O,0%,u,5%,i,7%,8%,10%,0%
COc1cc(O)c2c(=O)cc(C)oc2c1CC=C(C)C,-1%&-3%,x,-6%&5%,-24%,8%&-2%,x,x,3%&4%
Cc1ccc(NC(=O)CC2S/C(=N/c3nccs3)N(C)C2=O)cc1C (centres undefined),-2%,-1%,-3%,-6%,16%,3%,x,-6%
O=C(O)c1nc(N2CCOCC2)nc(N2CCOCC2)n1,-2%,-2%,6%,-4%,6%,3%,6%,-8%
Cc1ccc(OCC(=O)N2CCCC(CCC(=O)N(C)CCc3ccccn3)C2)cc1 (centres undefined),-3%[53 µM],11%,-3%,i,6%,-3%,16%,10%[53 µM]
Cc1ccc(C)c(NC(=O)CNS(=O)(=O)c2ccccc2)c1,-4%,-3%,9%,0%,4%,6%,-4%[11.4 µM],5%
C=C(C)CNC(=S)N/N=C/c1ccc(N2CCOCC2)cc1,-3%,6%,5%,-3%,18%,-1%,-4%,-4%
Brc1ccc2ncc(Br)cc2c1,-6%,-3%,-11%,0%,-9%,-3%,12%,4%

# Reformatted: results already given.
structure: CCOC(=O)C1=C(c2ccccc2)NC(SC)=C(C#N)C1c1ccco1 (centres undefined)
  TR SRC2 fluor cs: -4%; GAA inhib: -3%; aGlu spleen mod: 0%; RECQ1 inh: i; RGS12 GoLoco inh: 7%; GAA glycogen: -5%; L3MBTL1 inh: 5%; TRb SRC2 PPI: -7%

structure: CC(C)N1CC(O)=C(c2ccccc2)C1=N
  TR SRC2 fluor cs: -2%; GAA inhib: -2%; aGlu spleen mod: 5%; RECQ1 inh: 5%; RGS12 GoLoco inh: 0%; GAA glycogen: -5%; L3MBTL1 inh: 3%; TRb SRC2 PPI: -18%

# Further entries follow:
SMILES,TR SRC2 fluor cs,GAA inhib,aGlu spleen mod,RECQ1 inh,RGS12 GoLoco inh,GAA glycogen,L3MBTL1 inh,TRb SRC2 PPI
Cc1cccnc1NC(=O)C1CCN(S(=O)(=O)c2ccc3c(c2)CCC(=O)N3)CC1,0%,-8%,3%,-18%,7%,30%,x,-5%
CC(=O)OC[C@@H]1O[C@H](CCO/N=C(\C)CCN2CCc3nc(-c4ccccc4)c(-c4ccccc4)cc3C2)C=C[C@@H]1OC(C)=O,0%[11.2 µM],x,4%[17.4 µM],-4%[11.5 µM],x,x,x,-2%[11.2 µM]
CCC(C)Sc1nc2c(c(=O)[nH]1)C(c1cccs1)C1=C(CCCC1=O)N2 (centres undefined),0%,-5%,4%,-2%,146%[activator],-2%,x,8%
Nc1ncnc2nc(SCc3ccccc3)[nH]c12,-2%,-3%,0%,-15%,-1%,10%,2%,-1%
CCCCc1ccc(NC(=O)COc2ccc(C(=O)Nc3ccccc3C)cc2)cc1,3%,-2%,1%,-13%,3%,5%,9%,6%
CCOc1cc2c(C)cc(=O)oc2cc1Cl,0%,9%,-16%,-7%,1%,13%,-4%,2%
CCOC(=O)c1c(C)c(C(=O)NCc2ccco2)c(C)n1CC,-2%,-1%,-16%,-13%,7%,-8%,x,8%
O=C1C2Sc3[nH]c(=O)sc3C(c3ccccc3)C2C(=O)N1c1ccccc1 (centres undefined),1%,7%,1%,i,0%,u,10%,-21%
Cc1ccc(S(=O)(=O)N2CCOCC2)cc1C(=O)c1nccn1C,-1%,3%,0%,1%,-3%,-12%,-16%,-7%
CCOc1ccc(-c2cc(C(=O)OC)[nH]n2)cc1,-1%,-3%,0%,-13%,15%,-3%,12%,3%
CCN1C(C)=C(C)S/C1=C1\SC(=S)N(C2CCCCC2)C1=O,-1%,9%,-1%,-11%,16%,4%,-2%,-2%
Cc1cccc(/C=C2/SC(=O)N(Cc3ccccc3Cl)C2=O)n1,-1%,-4%,-15%,-1%,9%,-1%,8%,-9%
Cc1cccc(CN2CCN(Cc3ccc4nonc4c3)CC2CCO)n1 (centres undefined),-2%,3%,9%,0%,7%,-14%,2%,-4%
CCc1nnc(NC(=O)CSc2ccc(-c3ccc(F)cc3)nn2)s1,-1%,2%,3%,i,8%,12%,3%,-5%
O=C(O)CCC(=O)N1N=C(c2ccccc2)CC1c1ccc2nccnc2c1 (centres undefined),-10%,1%,-16%,0%,-1%,-4%,2%,12%
Cn1c(=O)[nH]c(=O)c2[nH]c(CN3CCN(C(=O)c4ccco4)CC3)nc21,-1%,-1%,1%,-1%,-12%,1%,11%,-1%
COc1c2occc2c(OC)c2c(=O)cc(C(F)(F)C(F)(F)F)oc12,1%,-5%[15.4 µM],-2%,-3%,8%,-8%,1%,0%
O=C(COC(=O)c1ccc(S(=O)(=O)N2CCc3ccccc3C2)cc1)NC1CCS(=O)(=O)C1 (centres undefined),-1%,-1%,15%,u,7%,6%,-13%,-9%

# Not all compounds are listed; the hit share may differ from the screen's.
